# Bioassay records from PubChem BioAssay.
# MC4R ag barr – MC4R agonists recruiting beta-arrestin, primary screen, cell-based, luminescence, agonist arm of biased-ligand search; U2OS MC4R beta-arrestin complementation; percent of melanotan II response, DMSO zero; 360,000 compounds, 0.98% hits; AID 540308, 2011; activation, % at 8.9 µM;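 active = activation above a per-plate cutoff, the mean activation of sample wells on that plate plus 3 SD, cut at about 8% in these data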
# SRC2 inh – inhibition of GAL4-SRC2 driven luciferase reporter, primary screen, SRC2 inhibitor project, cell-based, luminescence; Nuclear receptor coactivator 2 (Homo sapiens), Q15596; HEK293 GAL4-SRC2 luciferase reporter; inhibition, % at 9 µM; 370,000 compounds, 0.17% hits; AID 651957, 2012;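 active = inhibition above the mean inhibition of all tested compounds plus 3 SD, set per campaign, cut at about 52% in these data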;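 also: 0% = DMSO treated cells and 100% = cells given Gossypol at 36 µM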
# Target sequence (Q15596 whole entry, looked up, the tested form may be a part): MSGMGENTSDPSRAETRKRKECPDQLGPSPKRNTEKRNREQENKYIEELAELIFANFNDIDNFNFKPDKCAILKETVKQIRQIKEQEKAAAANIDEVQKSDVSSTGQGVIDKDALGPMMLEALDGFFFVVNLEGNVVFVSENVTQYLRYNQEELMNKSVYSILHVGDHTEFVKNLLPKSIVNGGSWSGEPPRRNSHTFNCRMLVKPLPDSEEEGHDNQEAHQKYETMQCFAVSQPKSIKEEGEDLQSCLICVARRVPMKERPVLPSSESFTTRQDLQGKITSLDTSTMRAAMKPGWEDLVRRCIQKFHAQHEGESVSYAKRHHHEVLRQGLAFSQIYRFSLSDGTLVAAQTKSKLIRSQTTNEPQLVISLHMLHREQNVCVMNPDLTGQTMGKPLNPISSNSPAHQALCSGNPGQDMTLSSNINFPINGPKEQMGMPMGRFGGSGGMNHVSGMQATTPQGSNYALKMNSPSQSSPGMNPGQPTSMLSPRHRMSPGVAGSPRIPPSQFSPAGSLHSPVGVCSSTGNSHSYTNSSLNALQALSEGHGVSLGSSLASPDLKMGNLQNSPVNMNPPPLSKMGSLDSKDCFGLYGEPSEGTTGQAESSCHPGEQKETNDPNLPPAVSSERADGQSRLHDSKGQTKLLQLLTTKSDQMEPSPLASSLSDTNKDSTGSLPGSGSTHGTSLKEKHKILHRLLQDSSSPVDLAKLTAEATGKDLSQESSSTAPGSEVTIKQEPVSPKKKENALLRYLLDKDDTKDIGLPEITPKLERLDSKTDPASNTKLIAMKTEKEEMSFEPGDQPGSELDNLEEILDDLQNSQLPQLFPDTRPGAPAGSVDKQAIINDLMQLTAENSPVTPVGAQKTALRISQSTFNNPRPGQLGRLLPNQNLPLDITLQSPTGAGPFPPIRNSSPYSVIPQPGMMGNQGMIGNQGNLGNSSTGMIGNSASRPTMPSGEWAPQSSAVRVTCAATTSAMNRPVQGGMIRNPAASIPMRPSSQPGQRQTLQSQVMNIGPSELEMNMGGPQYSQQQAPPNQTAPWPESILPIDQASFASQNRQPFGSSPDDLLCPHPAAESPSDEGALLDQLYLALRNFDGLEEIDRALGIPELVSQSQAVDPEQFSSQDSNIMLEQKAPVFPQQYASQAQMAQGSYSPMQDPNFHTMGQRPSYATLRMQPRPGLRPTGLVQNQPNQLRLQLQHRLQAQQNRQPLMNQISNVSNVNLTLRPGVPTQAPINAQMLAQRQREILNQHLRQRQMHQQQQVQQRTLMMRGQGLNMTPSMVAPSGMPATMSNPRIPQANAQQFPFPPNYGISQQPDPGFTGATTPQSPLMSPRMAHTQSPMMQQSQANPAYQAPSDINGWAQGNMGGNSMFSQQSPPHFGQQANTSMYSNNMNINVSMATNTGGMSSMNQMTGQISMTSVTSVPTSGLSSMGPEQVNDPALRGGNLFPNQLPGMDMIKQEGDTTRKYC
# LRH-1 inv ag – LRH-1 (NR5A2) inverse agonists, primary screen, cell-based, luminescence, HEK293T, StAR-luciferase reporter; LRH-1 transfected, 24 h; AID 602396, 2012; 360,000 compounds, 0.13% hits; inhibition, % at 3.6 µM; Nuclear receptor subfamily 5 group A member 2 (Homo sapiens), O00482;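 active = inhibition above the mean inhibition of all tested compounds plus 3 SD, cut at about 73% in these data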;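 also: 0% = DMSO wells and 100% = reporter-only cells lacking LRH-1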
# ABHD5-PLIN5 inh – ABHD5-PLIN5 interaction inhibitors, primary screen, cell lysate, split luciferase complementation, luminescence; Perilipin-5 (Homo sapiens) + 1-acylglycerol-3-phosphate O-acyltransferase ABHD5 (Homo …; Split G. princeps luciferase complementation, 4 h; inhibition, % at 4 µM; 360,000 compounds, 0.78% hits; AID 602281, 2012;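 active = inhibition above the mean inhibition across every tested compound plus 3 SD, cut at about 22% in these data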;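 also: 0% = DMSO only wells and the 100% control is not disclosed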
# MC4R antagonist – MC4R antagonists of cAMP signaling, primary screen, cell-based, TR-FRET, antagonist arm of biased-ligand search; AID 540295, 2011; MC4R-expressing cells, MTII-stimulated cAMP, LANCE TR-FRET; 360,000 compounds, 0.48% hits; inhibition, % at 6.5 µM;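 active = inhibition above its plate's cutoff, the mean of tested wells on that plate plus 3 SD, cut at about 29% in these data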;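 also: 0% = Melanotan II alone and 100% = Melanotan II plus saturating MCL0020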
#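 system = U2OS cells with stable human MC4R expression | also added = Melanotan II challenge after compound preincubation | dosing = one concentration, 6.5 µM nominal | incubation = compound 30 min, challenge 1 h, detection 1 h | measured by = TR-FRET with Eu-cAMP and labeled anti-cAMP, 671 nm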
# EBV LMP1 NFkB – EBV LMP1-driven NF-kappaB luciferase reporter inhibitors, primary screen, cell-based, luminescence, single point; LMP1-induced NF-kappaB luciferase reporter cells; inhibition, % at 12.5 µM; 350,000 compounds, 0.69% hits; AID 504558, 2011; in the data active = inhibition above about 41%;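 also: 0% = neutral control wells and 100% = reference inhibitor control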
# NCOA3 inh – SRC3 coactivator transcriptional activity inhibitors, primary screen, cell-based, luminescence; Nuclear receptor coactivator 3 (Homo sapiens), Q9Y6Q9; HEK293 GAL4-SRC3 luciferase reporter; inhibition, % at 3.6 µM; 360,000 compounds, 0.17% hits; AID 588352, 2011;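 active = inhibition above a per-campaign cutoff, the mean of all compounds plus 3 SD, cut at about 60% in these data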;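 also: 0% = DMSO-treated cells and 100% = gossypol-treated cells at 36 µM; higher means less SRC3-driven luciferase light from the GAL4 reporter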
# NR2F2 inh – NR2F2 transcriptional activity inhibitors, primary screen, cell-based, luciferase reporter, HEK293T, luminescence | COUP transcription factor 2 (Homo sapiens), P24468 | HEK293T NGFI-A luciferase reporter | inhibition, % at 8.6 µM | 370,000 compounds, 0.7% hits;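 active = inhibition above a per-plate cutoff, mean inhibition of test wells between control levels plus 3 SD, cut at about 38% in these data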;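 also: cells cotransfected with COUP-TFII expression vector driving the NGFI-A reporter; 0% = median of COUP-TF2 test wells and 100% = reporter-only cells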
# TLR9-MyD88 block – inhibitors of TLR9-MyD88 association in cells, primary screen, cell-based, CHO, BLA complementation, fluorescence. CCF4 FRET ratio. AID 504734, 2011. inhibition, % at 4.98 µM. 340,000 compounds, 0.21% hits;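 active = inhibition above the mean over all tested compounds plus 3 SD, cut at about 21% in these data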;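 also: 0% = DMSO only wells and 100% = clavulanate BLA inhibitor control wells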
# SRC1 inh – SRC1 coactivator transcriptional activity inhibitors, primary screen, cell-based, luminescence. 360,000 compounds, 0.12% hits. HEK293 GAL4-SRC1 luciferase reporter. Nuclear receptor coactivator 1 (Homo sapiens), Q15788. inhibition, % at 3.6 µM. AID 588354, 2011;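 active = inhibition above the campaign mean plus 3 SD, with each screening campaign given its own cutoff, cut at about 60% in these data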;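 also: 0% = DMSO treated cells and 100% = gossypol at 36 µM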
# NOD2 RIPK2 PPI – NOD2-RIPK2 binding disruptors in cells, primary screen, fluorescence, CHO cells, BLA complementation | inhibition, % at 4.98 µM | Receptor-interacting serine/threonine-protein kinase 2 (Homo sapiens), O43353 | CCF4 ratio | 360,000 compounds, 0.38% hits; in the data active = inhibition above about 21%;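 also: 0% = vehicle only and 100% = reference blocker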
# An asterisk follows results filed as active; x = not tested or not shown. A portion of the library. The share of hits here may be higher or lower than overall.
SMILES,MC4R ag barr,SRC2 inh,LRH-1 inv ag,ABHD5-PLIN5 inh,MC4R antagonist,EBV LMP1 NFkB,NCOA3 inh,NR2F2 inh,TLR9-MyD88 block,SRC1 inh,NOD2 RIPK2 PPI
O=C(Cn1cnc2ccccc2c1=O)NCCC(=O)Nc1ccc2c(c1)OCCO2,-2.4,1,0,1,4,4,-6,8,-3,-6,5
CCOC(=O)c1c(-c2ccc(C)o2)csc1NC(=S)NC(=O)c1cccs1,-3.8,-6,1,6,24,16,1,5,-3,-14,0
Cc1cc(C)cc(N(C(=O)c2csnn2)C(C(=O)NC(C)(C)C)c2ccncc2)c1 (configuration not stated),1.3,-14,0,-3,5,-1,16,14,-4,-1,-7
CCOc1ccccc1NC(=O)COc1coc(CN2CCCc3ccccc32)cc1=O,-0.5,-10,-2,7,7,8,-39,3,-6,-26,-3
COc1ccccc1N1CCN(CC(=O)c2ccc3ccn(C(C)=O)c3c2)CC1,-1.0,x,-23,-3,10,1,-5,x,-8,-30,-6
CSC1=NCCN1S(=O)(=O)c1ccc2ccccc2c1,-0.7,21,-19,-3,2,4,8,8,-1,11,-8
Cc1ccc(-n2c(SCC(N)=O)nnc2-c2ccc(S(=O)(=O)N3CCCCC3)cc2)c(C)c1,3.0,21,28,20,-8,-5,25,19,-8,17,8
O=C(NN=Cc1ccc2c(c1)OCO2)NN=Cc1ccc2c(c1)OCO2,-0.3,-36,-7,0,1,-4,-32,-2,2,-17,1
Cc1cc(OCCn2ccnc2)ccc1C(C)C,-0.8,6,-6,7,1,-6,23,-8,-13,8,-5
CC(C)C(=O)Nc1nnc(SCC(=O)N2C(C)CCCC2C)s1 (configuration not stated),-0.5,-7,10,1,12,0,10,-3,-1,5,0
O=C(COc1nsnc1N1CCOCC1)Nc1ccc(Cl)cc1,4.5,-42,14,4,-1,-1,17,12,3,12,-3
COc1ccc(CN(C)C2CCCCC2)cc1,-2.3,x,13,1,-2,-4,-8,x,-4,-3,-8
COc1ccc2sc(-c3ccc(SC)cc3)c(C#CC(C)(C)O)c2c1,3.5,-44,22,-5,12,-46,-18,-14,-9,-3,-1
O=C(C1CCN(c2nnc(-n3cccc3)s2)CC1)N1CCc2ccccc2C1,1.1,-33,-4,-5,4,1,-1,-3,4,-2,-6
Cc1c(C(=O)N2CCOCC2)oc2ccccc12,-3.5,6,-21,7,-2,2,-6,4,-4,5,-8
CCCCN(C(=O)c1ccc(COc2ccccc2)o1)c1c(N)n(CC(C)C)c(=O)[nH]c1=O,-1.7,-7,12,6,7,-1,-21,-10,3,2,-1
COc1cc(C2C(C#N)=C(N)OC3=C2C(=O)CCC3)cc2c1OCO2 (configuration not stated),-0.2,-6,9,3,2,-5,11,4,0,10,6
CC(C)CCNC(=O)c1ccc(OC2CCN(S(=O)(=O)N(C)C)CC2)cc1,-2.8,18,-22,0,9,-8,-4,-16,-18,-3,-9
CC1CCCCC1NC(=O)CSc1ccsc1[N+](=O)[O-] (configuration not stated),-1.0,-11,-13,-1,8,5,15,-2,3,-7,-10
N=c1n(Cc2ccccc2)c2ccccc2n1CC(O)c1ccccc1 (configuration not stated),-1.3,4,19,5,-9,1,22,-9,-4,17,4
CC(NC(=O)CCCOc1ccc(Cl)cc1)c1ccccc1 (configuration not stated),0.2,-4,-11,-2,-1,9,7,1,-6,9,7
Cc1ccc(CCNS(=O)(=O)c2cc(Br)cnc2N)cc1,2.6,21,-3,-2,-4,1,-9,4,-3,10,-4
Cc1ccccc1OCc1nc2ccccc2c(=O)n1/N=C/c1c[nH]c2ccccc12,29*,-29,0,0,-3,-10,11,3,-4,6,0
CC(C)[C@@H]1Cc2[nH]c(=S)[nH]c(=O)c2[C@H](C)O1,x,-4,9,-3,x,x,x,-9,x,x,-19
CCCN(c1ccc(OCC)cc1)c1ncnc2nc[nH]c12,-1.5,25,1,-4,-3,16,24,2,10,23,-1
O=C(Nc1ccccc1N1CCCCC1)c1cccc(OC(F)F)c1,-0.2,-4,11,-4,13,-1,2,12,-8,14,-12
CC(=O)Nc1ccc(C2=NN(CC#N)C(=O)SC2)cc1,0.9,-17,7,1,2,3,-7,-3,-8,-6,-4
Cc1cccc(CN2C[C@]34C=C[C@@H](C[C@@H]3S2(=O)=O)O4)c1,0.6,-1,13,-5,0,8,-7,-10,-4,4,0
COc1ccc(C(C)=O)cc1COC(=O)c1cc(C)oc1C,-2.1,14,0,-2,0,-5,15,-1,2,7,-12
CCOc1ccc(Oc2c(/C=N/NC(N)=O)c(C)nn2-c2ccccc2)cc1,-2.1,-42,25,3,-1,10,7,-4,-1,-13,2
CC(=O)N(C(C)=O)c1ncc2c([nH]c3ccccc32)c1C#N,-1.5,27,32,4,-5,27,46,23,-7,38,-12
Cc1[nH]c2ccccc2c1C(=O)C(=O)NCc1nnnn1-c1ccc(F)cc1,-1.5,11,-4,3,-10,5,-8,-7,-10,-4,-8
O=C(NCc1ccccc1)N1CCC(c2nc3ccccc3[nH]2)CC1,-1.4,22,19,3,3,-11,-32,7,-1,1,-7
Cc1cc(N/N=C/c2ccccc2O)c2ccccc2n1,-0.1,-35,38,1,-4,-20,-19,0,5,5,9
N#Cc1ccc(NC(=O)c2cccs2)nc1,-2.8,-18,-59,9,18,-10,-56,0,4,-45,3
COc1ccccc1C(=O)NC1CCCCCCC1,-0.9,-21,-27,-7,-2,-3,-38,11,-9,-50,-11
CCCOc1ccccc1C1NC(=O)NC(C)=C1C(=O)OCCOC(C)C (configuration not stated),-0.5,-5,-21,-6,7,-5,27,-11,-5,-59,2
Cc1noc(C)c1COC(=O)COc1ccc2c(C)cc(=O)oc2c1,-1.7,-18,-6,-2,7,1,1,-4,-5,2,2
CC1(C)S[C@@H]2C(C(=O)OCc3ccccc3)NC(=O)N2C1C(=O)OCc1ccccc1 (some centres not stated),3.8,-22,-19,-8,8,-13,-9,-5,-6,-11,0
CNC(=O)COC(=O)c1ccccc1Oc1ccccc1,0.1,-18,-3,-6,1,1,-12,-8,7,7,-9
CCN1CCN(c2nc(N(C)c3ccccc3)nc(N)c2[N+](=O)[O-])CC1,-1.3,-12,4,2,4,6,9,-4,-2,0,-15
CN1C(=O)C2(NCCc3c2[nH]c2ccccc32)c2ccccc21 (configuration not stated),1.5,6,-13,1,8,4,6,7,4,-18,-11
CC(C)Nc1cc(C(F)(F)F)nc(-c2ccccn2)n1,-1.1,-1,17,-1,12,-5,6,-14,1,-18,-5
COc1ccc(C(=O)NN2CCOCC2)cc1[N+](=O)[O-],0.5,-11,1,1,0,1,27,-9,-4,5,-4
N#CCCN1CCN(S(=O)(=O)c2cc(Cl)ccc2Cl)CC1,-0.8,-1,12,-1,10,-6,-2,-12,5,3,-1
Cc1csc(NC(=O)CSc2nnc(-c3ccccc3)o2)n1,0.1,-37,-183,0,3,2,-62,-36,8,-91,-5
Clc1ccccc1CONc1ncnc2nonc12,1.0,-21,-16,-6,-1,2,-1,-10,0,-29,5
COc1ccc(N(CC(=O)Nc2ccccc2C(=O)NCC(C)C)S(C)(=O)=O)cc1,-1.1,-12,-1,6,16,-1,9,19,-1,-15,-2
CCCc1cc(=O)n2[nH]c(CCc3ccccc3)nc2n1,-2.0,-8,-1,-1,1,-14,17,-1,-1,1,-2
CC(Oc1cccnc1[N+](=O)[O-])C(=O)Nc1ccc(Cl)cn1 (configuration not stated),-0.4,16,-30,15,-5,1,3,-40,-6,-12,-6
COc1ccc(Cl)cc1NC(=O)CN1CCc2ccccc2C1,-0.6,2,3,1,-4,-19,11,22,-1,12,0
Nn1c(SCC(=O)NC(=O)NC2CCCC2)nnc1-c1ccccc1F,0.6,-10,16,-5,3,-28,10,11,-10,2,2
COc1cccc(/C=N/n2c(C3CCCCC3)n[nH]c2=S)c1O,-2.5,11,13,2,7,1,0,12,4,13,3
CCn1cc(C(=O)NCc2ccc3c(c2)OCO3)c(=O)c2cc(F)c(N3CCN(C)CC3)cc21,-1.7,0,0,-5,8,-17,6,2,-5,-4,19
CCCC(=O)Nc1nnc(S(=O)(=O)N(CC(C)C)c2ccccc2)s1,-0.6,18,3,0,2,1,4,15,4,0,1
S=C(NCc1ccccn1)Nc1ccc(Br)cc1Cl,-2.3,12,-49,-13,-2,-21,-47,-24,0,-21,-5
CCCCNC(=O)c1nc(-c2cccnc2)oc1-c1ccc(OC(F)(F)F)cc1,x,11,-19,-9,x,x,x,-14,x,x,-14
CCN(CC)C1Oc2cc3c(cc2C(c2cccc(OC)c2O)C1C)OCO3 (configuration not stated),-1.1,33,49,-1,-3,-10,17,7,-2,11,1
COc1ccc(NC(=O)c2cccc3c(-c4ccc(OC)cc4C)coc23)cc1,-0.5,7,-2,7,8,x,-16,17,x,12,3
O=c1c2c3c(sc2nc(NCCO)n1CCc1ccccc1)CCCCC3,-1.6,-2,6,-16,-2,-2,-3,-1,0,-30,-7

# Next entries
SMILES,MC4R ag barr,SRC2 inh,LRH-1 inv ag,ABHD5-PLIN5 inh,MC4R antagonist,EBV LMP1 NFkB,NCOA3 inh,NR2F2 inh,TLR9-MyD88 block,SRC1 inh,NOD2 RIPK2 PPI
O=C(Nc1nc2ccccc2[nH]1)C1CCC1,-1.6,-59,-110,3,-2,-7,-72,-17,-5,-107,-10
CCN(CC)S(=O)(=O)c1ccc(NC(=O)CCNC(=O)c2ccco2)cc1,-2.9,11,-8,-6,10,-9,4,5,-6,11,6
CCOC(=O)N1CCN(C(=O)C2CCC(=O)N(Cc3ccccc3OC)C2)CC1 (configuration not stated),1.2,-12,14,8,6,46*,5,9,-12,-5,1
O=C(NCc1nc2ccccc2[nH]1)C1=C[C@H](c2ccccc2)C[C@H](OCc2ccc(CO)cc2)O1,-0.5,16,20,5,4,-1,-19,15,3,1,4
